Bioassay records: PubChem, several laboratories
MEX-5 binding – MEX-5 zinc finger RNA-binding disruptors – biochemical, C. elegans, fluorescence polarization, MLPCN library, primary screen; MEX-5/FITC-TCR2 RNA binding; active compounds read low; AID 1832, 2009; actives 0.38% (n = 300,000); activity score (negative = inhibition of binding), % at 10 µM;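 active = inhibition past about -25% in most replicates, and total fluorescence under double the plate's negative control median, limit read from the data; inconclusive = replicates evenly split on the limit, or fluorescence at least double controls; inactive = too little inhibition in most replicates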;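 also: 0% = DMSO and -100% = 5 µM competing unlabeled TCR2 RNA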
AGP1 TOR yeast – modulators of AGP1-GFP expression in yeast TOR pathway, primary screen, cell-based, multiplex flow cytometry, S. cerevisiae, MLPCN library; GFP response vs DMSO, % at 10 µM; AID 2066, 2009; actives 0.02% (n = 320,000); 3 h; GFP as percent of DMSO wells;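 active = GFP response relative to DMSO above a set limit, near screen average plus 3 SD, cut at about 150% in these data; inconclusive = fewer than 70 cells counted for the yeast strain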;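 also: median GFP channel fluorescence of the gated AGP1 strain per well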
CR mimetic SO – reduction of superoxide in aged yeast, primary screen, HTS; S. cerevisiae aged cells, superoxide DHE fluorescence; active compounds read low; superoxide response (% of plate mean), % at 10 µM; actives 0.18% (n = 330,000); AID 2690, 2010;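 active = superoxide response under a set limit, about three screen SD below normal, cut at about 65% in these data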;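 also: yeast aged for seven days with compound at 30 °C before DHE staining; 100% = average MFI of all compound-treated wells on the plate with controls excluded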
VLA-4 inh – inhibition in human VLA-4 binding assay, primary screen, VLA-4 allosteric modulator project, MLPCN library, flow cytometry, VLA-4 expressing cells; inhibition, % (about 7 µM as worked out from the volumes in the protocol); AID 2557, 2010; actives 0.2% (n = 330,000); Integrin alpha-4 (Homo sapiens), P13612; ligand binding flow cytometry; in the data active = inhibition above about 50%
GLD-1 TGE inh – GLD-1/TGE RNA complex disruptors, primary screen, biochemical, fluorescence polarization; Female germline-specific tumor suppressor gld-1 (Caenorhabditis elegans), Q17339; purified GLD-1 + fluorescein TGE RNA; inhibition, % at 5.96 µM; actives 0.44% (n = 320,000); AID 2280, 2010;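 active = percent inhibition above a per-plate cutoff, the plate mean of test compounds plus 3 SD, cut at about 30% in these data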;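 also: 0% = DMSO wells with GLD-1 and probe and 100% = wells lacking GLD-1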
MCL1-BIM inh – inhibitors of MCL1 binding to BIM-BH3, primary screen, biochemical, fluorescence polarization; GST-MCL1 / FITC-Bim-BH3 fluorescence polarization; actives 0.68% (n = 320,000); inhibition, % at 10.9 µM; Induced myeloid leukemia cell differentiation protein Mcl-1 (Homo sapiens), Q07820;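 active = inhibition above the mean inhibition of all tested compounds plus 3 SD, set per campaign, cut at about 40% in these data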;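 also: 0% = DMSO wells and 100% = unlabeled Bim-BH3 peptide control; higher means more loss of mP so more displacement of Bim peptide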
Target sequence (Q07820 whole entry, looked up): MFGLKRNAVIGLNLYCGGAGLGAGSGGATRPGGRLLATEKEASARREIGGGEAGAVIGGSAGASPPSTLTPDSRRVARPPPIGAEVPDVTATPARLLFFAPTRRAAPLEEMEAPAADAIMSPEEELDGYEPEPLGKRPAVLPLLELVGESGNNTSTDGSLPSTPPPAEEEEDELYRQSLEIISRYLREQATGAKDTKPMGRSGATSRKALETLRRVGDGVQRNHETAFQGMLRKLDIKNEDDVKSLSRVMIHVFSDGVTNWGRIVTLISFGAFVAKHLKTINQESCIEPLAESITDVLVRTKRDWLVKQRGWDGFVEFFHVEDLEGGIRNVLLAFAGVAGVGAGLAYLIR
CIT2 TOR yeast – modulators of CIT2-GFP expression in yeast, primary screen, S. cerevisiae, GFP fusion, multiplex flow cytometry, MLPCN library; S. cerevisiae CIT2-GFP strain, 3 h; 100 means same as DMSO wells; GFP response vs DMSO, % at 10 µM; actives 0.065% (n = 320,000);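 active = GFP response relative to DMSO above a set limit, near the screen mean plus 3 SD, cut at about 150% in these data; inconclusive = Fewer than 70 cells measured for a yeast strain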;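 also: ratio of well median GFP fluorescence to mean of DMSO wells on the plate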
GRK2 inh – compounds blocking aptamer binding on GRK2 – biochemical, human GRK2, bead flow cytometry, HTS, primary screen. inhibition of aptamer binding, % at 10 µM. AID 488847, 2010. FAM-aptamer displacement from GRK2. actives 0.59% (n = 330,000);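 active = inhibition of aptamer binding above 40%, roughly 3 SD of noise, on plates passing a quality check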;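 also: median bead fluorescence of bound FAM aptamer so fluorescent compounds give negative values; no value below 0 was filed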
Target sequence (P25098 whole entry, looked up): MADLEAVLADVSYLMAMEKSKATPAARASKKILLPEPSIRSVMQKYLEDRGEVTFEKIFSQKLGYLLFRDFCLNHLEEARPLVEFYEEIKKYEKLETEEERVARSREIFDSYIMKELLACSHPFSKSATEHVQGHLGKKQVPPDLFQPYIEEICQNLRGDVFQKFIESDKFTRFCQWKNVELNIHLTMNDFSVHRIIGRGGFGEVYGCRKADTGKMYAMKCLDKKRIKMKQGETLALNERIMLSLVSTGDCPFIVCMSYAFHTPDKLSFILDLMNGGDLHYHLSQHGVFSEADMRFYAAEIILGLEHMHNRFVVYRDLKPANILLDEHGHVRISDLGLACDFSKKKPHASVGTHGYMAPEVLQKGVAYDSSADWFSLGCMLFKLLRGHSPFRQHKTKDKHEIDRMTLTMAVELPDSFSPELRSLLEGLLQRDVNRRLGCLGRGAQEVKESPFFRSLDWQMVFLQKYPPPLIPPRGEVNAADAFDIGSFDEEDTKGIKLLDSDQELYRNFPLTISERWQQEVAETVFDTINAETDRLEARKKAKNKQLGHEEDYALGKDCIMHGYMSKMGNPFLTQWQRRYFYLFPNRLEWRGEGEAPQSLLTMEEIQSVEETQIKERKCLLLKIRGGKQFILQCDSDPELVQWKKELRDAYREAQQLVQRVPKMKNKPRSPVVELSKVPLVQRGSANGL
BCLXL inh – inhibitors of human Bcl-xL, primary screen, biochemical, fluorescence polarization, HTS | GST-Bcl-xL / FITC-Bim BH3 peptide fluorescence polarization | actives 0.7% (n = 320,000) | Bcl-2-like protein 1 (Homo sapiens), Q07817 | AID 2129, 2009 | inhibition, % at 10.9 µM;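 active = inhibition above the mean of all tested compounds plus 3 SD, cutoff set per campaign, cut at about 30% in these data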;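 also: 0% = DMSO wells and 100% = unlabeled Bim-BH3 peptide competitor; inhibitors lower millipolarization by displacing the labeled peptide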
* hit, by the source's call; ? = inconclusive; . = no result given; [ ] = remark or other dose.

SMILES	MEX-5 binding	AGP1 TOR yeast	CR mimetic SO	VLA-4 inh	GLD-1 TGE inh	MCL1-BIM inh	CIT2 TOR yeast	GRK2 inh	BCLXL inh
Cn1c(=O)c2c(nc(N3CCCC3)n2CC(O)CO)n(C)c1=O (centres undefined)	0.7	104.7	111.2	8.0	5.8	1.6	109.3	0.0	2.4
O=C(Nn1nnnc1Nc1ccccc1)C12CC3CC(CC(C3)C1)C2	1.8	98.6	123.0	5.0	0.8	1.8	99.4	2.0	6.1
CCCCCn1c(CN2CCCCC2C)nc2c1c(=O)n(C)c(=O)n2C (centres undefined)	1.2	100.5	108.5	-23.9	2.1	1.2	98.8	0.0	4.0
O=C(c1ccc(Br)o1)N1CCN(c2ccccn2)CC1	0.7	94.3	105.3	11.8	-4.3	6.6	97.5	2.0	5.7
CC(C)C1C2=C(CC(C)(C)CC2=O)ON1c1ccccc1 (centres undefined)	-1.6	96.2	87.7	21.1	6.7	-3.6	.	0.0	0.9
N#CC(C#N)=Cc1cnc(N2CCN(c3ccccc3)CC2)s1	-5.3	100.6	103.0	2.9	-13.3	1.9	104.6	1.0	-3.8
Cc1cc(/C=C2\C(=N)N3C(SCc4ccccc4)=NSC3=NC2=O)c(C)n1Cc1ccccc1	3.6	103.4	85.6	-1.2	-7.1	-8.8	109.1	1.0	-3.7
NS(=O)(=O)c1ccc(NC(=S)NC(=O)c2cccnc2)cc1	-0.9	93.0	100.4	-11.4	-6.5	5.0	91.9	0.0	3.3
O=[N+]([O-])c1ccc(S(=O)(=O)NCC2CC3CCC2C3)cc1 (centres undefined)	2.9	94.5	101.8	1.4	-3.4	-2.8	96.1	1.0	0.5
CCCCNC(=O)Nc1cc(C(=O)OC)ccc1C	-0.1	99.1	109.8	1.3	2.2	-9.1	101.0	3.0	-0.5
O=C(/C=C/c1cccs1)Nc1ccncc1	0.6	98.6	88.6	-1.4	0.5	7.5	97.5	0.0	9.8
CCc1cc(=O)[nH]c(-n2[nH]c(-c3ccccc3)cc2=O)n1	15.4	103.5	100.5	-8.6	-0.9	0.3	103.3	2.0	-4.1
CC1=C(C(=O)N2CCOCC2)C(c2ccc(-c3ccccc3)cc2)NC(=S)N1 (centres undefined)	-1.1	105.5	101.5	-1.8	1.7	-9.3	103.5	3.0	-7.7
COc1ccc(CNc2ccc3c(c2)CCC3)cc1OC	1.6	106.5	86.1	-38.7	-31.7	11.0	106.0	0.0	8.0
Cc1onc(-c2ccccc2Cl)c1C(=O)N(C)Cc1ccccc1	0.6	96.8	95.7	1.9	.	.	100.4	0.0	.
CC(=O)c1ccc(NC(=O)C(C)Sc2nnc3ccccn23)cc1 (centres undefined)	.	106.8	111.8	13.3	10.3	-7.3	98.1	2.0	-3.9
Cc1ccc(C(C)C)c(OCC(=O)Nn2c(=O)[nH]c3ccccc3c2=O)c1	1.1	99.6	98.6	-0.8	4.6	3.8	97.6	0.0	0.8
C/C(=N\NC(=O)c1nnn(-c2nonc2N)c1CN1CCCCC1)c1ccccc1O	4.6	102.0	112.7	1.4	-1.5	6.7	107.8	3.0	3.7
Cc1ccc(-c2nn(C)c(=O)c3ccccc23)cc1S(=O)(=O)NCCN1CCOCC1	1.4	.	103.7	3.8	0.2	8.3	95.3	3.0	5.9
O=C(Cn1nc(C(F)(F)F)c2c1CCCC2)Nc1ccc2c(c1)OCO2	-0.2	109.6	98.5	9.1	-5.5	2.6	101.5	0.0	5.2
CS(=O)(=O)N(CC(=O)N1CCN(Cc2ccccc2)CC1)c1ccccc1Br	4.4	95.8	104.4	-2.5	8.2	-0.4	106.6	0.0	3.1
Cc1ccc(N2C(=O)[C@@H]3[C@H](C2=O)C2c4ccccc4C=NN2[C@@H]3C(=O)c2ccc(Cl)cc2)cc1 (some centres undefined)	1.7	97.5	85.4	3.0	10.3	3.0	106.4	5.0	11.8
COCCNC(=O)c1ccccc1NC(=O)c1ccccc1N(C)S(=O)(=O)c1ccc(C)cc1	2.3	106.5	84.5	-2.2	0.4	2.6	105.7	2.0	3.4
COP(=O)(OC)C(Nc1ccc(Cl)cc1)c1ccccc1 (centres undefined)	0.4	95.2	94.9	2.5	4.7	4.9	104.8	7.0	-0.1
CC(C)OCCCNS(=O)(=O)c1ccc2c(c1)oc(=O)n2C	0.6	90.4	89.2	-0.6	2.4	-2.9	85.7	2.0	-1.8
O=C1N/C(=C\c2nc3ccccc3s2)c2ccccc21	-4.3	98.1	100.2	-7.7	6.3	3.3	106.9	1.0	1.1
COc1ccc(/C=C(\NC(=O)c2ccc(OC)cc2)C(=O)Nc2ccccc2C(=O)O)cc1	2.1	97.3	103.7	3.9	5.5	1.6	98.4	2.0	10.5
O=C(C1CCCN(S(=O)(=O)c2cccs2)C1)N1CCc2ccccc2C1 (centres undefined)	2.7	101.8	112.6	25.0	-0.5	0.3	97.2	0.0	4.7
C=CCC1(N(C(C)=O)c2ccccc2)CCCCC1	-0.3	96.7	82.3	-2.6	-1.8	0.8	90.9	0.0	1.3
COc1ccc(N/C(C)=C/C(=O)c2ccccc2)cc1	-0.2	100.0	102.2	26.8	-1.1	8.7	99.2	0.0	6.1
CCOc1ccc(C2=NNC(c3cccs3)=Nc3ccc(OC)cc32)cc1	-2.0	87.0	90.7	16.6	2.5	-3.0	79.2	0.0	2.1
Cn1cccc1/C=N/NC(=O)CNc1cccc2ccccc12	-0.6	107.8	100.1	22.9	5.7	4.9	95.0	0.0	-3.4
Oc1ccc(Cl)cc1CNCc1cccc2ccccc12	.	99.6	97.0	0.0	1.0	-1.4	100.8	1.0	1.4
Cc1ccc(-c2nnc(Nc3ccc(CC(N)=O)cc3)c3ccccc23)cc1S(N)(=O)=O	-31.6*	102.9	84.2	0.2	7.2	4.7	99.8	0.0	9.0
OCCNc1cc(-n2nc(-c3ccccc3)cc2-c2ccccc2)ncn1	-1.1	105.6	94.5	20.1	-0.4	10.5	107.5	0.0	9.6
CCNS(=O)(=O)c1ccc(S(=O)(=O)N(Cc2ccccn2)C2CCCCC2)cc1	-2.3	96.8	100.2	0.0	-5.9	-1.7	97.3	3.0	0.0
CCn1ncc(C2=NOC(C(=O)Nc3c(C)nn(Cc4ccc(F)cc4)c3C)C2)c1C (centres undefined)	2.6	106.5	97.1	22.9	-1.7	1.9	92.5	0.0	0.5
Cc1cccc(N2CCN(c3nnc(C(F)(F)F)s3)CC2)c1	1.3	99.4	103.0	-10.4	-0.8	0.3	96.0	0.0	2.0
CCN(Cc1cc2ccccc2[nH]c1=O)C(=O)C1CCCCC1	2.2	101.6	91.8	5.0	5.6	5.1	95.7	1.0	9.8
Nc1cc(=O)[nH]c(=O)n1Cc1ccccc1	0.9	.	.	.	-9.9	1.3	.	.	2.2
C=CCn1c(C)cc(C(=O)COC(=O)c2n[nH]c(=O)c3ccccc23)c1C	.	99.3	87.6	10.0	-3.9	.	106.8	1.0	.
CCOc1ccc(C(C)NC(=O)Nc2ccccc2C(=O)OC)cc1 (centres undefined)	0.1	.	114.1	5.9	-4.7	11.3	102.4	0.0	5.6
Cc1cccc(N2CCN(c3nc4nonc4nc3N3CCSCC3)CC2)n1	-1.3	100.8	103.7	-1.9	-2.3	6.2	95.6	6.0	7.9
CCOc1cccc2cc(-c3nnc(NCc4ccc5c(c4)OCO5)s3)c(=O)oc12	-6.2	101.2	89.0	-2.4	8.7	4.3	102.6	0.0	6.6
O=C(Nc1ccccc1NC(=O)c1ccc(F)cc1)c1ccc(F)cc1	3.1	98.3	100.8	11.4	1.3	4.2	96.8	1.0	4.4
CCC1CCCCN1Cc1c(O)ccc2c(=O)c(-c3ccccc3)coc12 (centres undefined)	2.5	99.9	96.2	1.8	-46.3	-3.1	104.0	0.0	1.4
O=C(COC(=O)/C=C/c1ccc(Cl)c(Cl)c1)NC1CCS(=O)(=O)C1 (centres undefined)	.	92.9	108.1	10.0	4.2	-3.8	86.2	0.0	0.0
COc1cc(/C=N/NC(=O)Cn2ccc(C(F)(F)F)n2)cc(OC)c1OC	-0.6	96.1	98.6	18.9	-3.7	6.3	100.8	0.0	4.0
CC(C)(C)c1ccccc1NC(=O)c1cc(-c2ccncc2)nc2ccccc12	.	104.7	116.0	0.4	-1.9	.	111.5	0.0	.
CC/C(Cc1ccccc1)=N\NC(=O)c1cc([N+](=O)[O-])cc([N+](=O)[O-])c1	0.5	90.1	135.3	7.2	2.0	13.1	93.6	1.0	7.9
Cc1ccccc1NC(=O)COC(=O)CCc1ccccc1	2.4	99.8	91.6	18.0	6.2	4.4	99.9	0.0	7.1
O=C1C2CC=CCC2C(=O)N1c1ccc(N2CCN(c3ccccn3)CC2)c([N+](=O)[O-])c1 (centres undefined)	3.3	101.3	112.1	3.2	-4.5	5.3	93.9	2.0	3.8
CCCCn1c(SCC(=O)Nc2nnc(C)s2)nnc1-c1ccoc1C	-0.7	99.7	89.7	-6.1	4.3	-3.3	106.0	1.0	-4.1
CC1CN(C(=S)Nc2cccc(F)c2)CC(C)O1 (centres undefined)	0.2	94.8	115.1	2.8	12.3	-2.7	100.9	1.0	3.0
Fc1ccccc1N1CCN(Cc2nc(-c3ccc(Cl)cc3Cl)no2)CC1	.	83.8	88.9	-2.3	2.9	0.6	83.7	3.0	3.9
CC(=O)c1c(C)[nH]c(C(=O)OCC(=O)Nc2cccc(S(=O)(=O)N(C)C)c2)c1C	-0.9	91.7	98.0	4.6	-1.6	-6.5	92.5	4.0	-5.4
CCOc1cc(C(=O)Nc2c(C)ccc3nsnc23)cc(OCC)c1OCC	-2.1	105.5	87.2	-4.6	4.5	1.7	100.9	0.0	-0.5
c1ccc(-c2nn3nnnc3c3ccccc23)cc1	2.4	88.6	124.5	7.5	3.7	-0.1	96.5	0.0	-1.2
CCc1cc(C(=O)Cc2ccccn2)c(O)cc1O	-0.5	13.7[may fluoresce violet]	92.8	7.7	-1.8	9.8	?	3.0	4.2
Cc1cc(C)cc(NC(=O)N2CCc3ccccc3C2)c1	-1.8	73.2	94.0	14.6	.	.	77.7	5.0	.

Not a hit list (roughly 2.1% active in at least one column).
